Screening results (PubChem BioAssay)
PhoP GFP inhibition: PhoP regulon inhibitors, Salmonella typhi PhoP promoter GFP reporter, confirmatory (AID 1850); actives 0.33% (n = 310,000); Salmonella Typhi PhoP-promoter GFP reporter, fluorescence, 4 h; higher % means a stronger effect; inhibition, % at 50 µM, or IC50 in µM where a hit was titrated; in the data active = a potency from the dose series; inconclusive = inhibition mostly from about 25% at the one dose, without a potency; inactive = the rest, 99 in 100 with inhibition below about 19%;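 note: 0% = induced wells with vehicle and 100% = uninduced wells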
VEEV TC-83 Vero: inhibitors of VEEV TC-83 cytopathic effect, confirmation, Vero cells (AID 588727). one-dose inhibition, % at 20 µM; IC50 in µM for titrated hits. Vero cells, VEEV TC-83 cytopathic effect inhibition; higher % means a stronger effect. actives 0.13% (n = 350,000); in the data active = a potency from the dose series; inconclusive = inhibition mostly from about 14% at the one dose, without a potency; inactive = the rest, 99 in 100 with inhibition below about 12%; note: strong numbers were not always called active
M. tuberculosis HTS: M. tuberculosis growth inhibition, HTS (AID 449762); actives 0.59% (n = 330,000); inhibition, % at 25 µM; hits with a dose series show IC50 in µM; M. tuberculosis H37Rv growth inhibition, 7H9 media; higher % means a stronger effect; in the data active = a potency from the dose series; inconclusive = inhibition above about 70% without an active follow-up result;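 note: bacterial growth assessed after seven days of incubation; strong numbers were not always called active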
influenza NS1A: H1N1 influenza NS1A inhibitors, functional cell based assay (AID 504329); NS1A functional cell-based assay, percent inhibition; higher % means a stronger effect; inhibition, % at 12.5 µM; hits with a dose series show IC50 in µM; actives 0.3% (n = 340,000); in the data active = a potency from the dose series; inconclusive = inhibition above about 27% without an active follow-up result; note: strong numbers were not always called active
tuberculosis growth: growth inhibition of non-replicating M. tuberculosis (AID 488890). Mycobacterium tuberculosis non-replicating, growth inhibition; higher % means a stronger effect. inhibition, % at 25 µM; hits with a dose series show IC50 in µM. actives 0.39% (n = 320,000); in the data active = a potency from the dose series; inconclusive = inhibition mostly from about 82% at the one dose, without a potency; inactive = the rest, 99 in 100 with inhibition below about 76%;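 note: plate controls were DMSO cells for no effect and high antibiotic wells for full effect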
VEEV TC-83 Vero 10K pilot screen: further read-out of VEEV TC-83 Vero, marked with its call; inhibition, %; measured here: 10K pilot screen inhibition
Active calls of the source: *; i = inactive; ? = inconclusive; nt = no result given.

SMILES	PhoP GFP inhibition	VEEV TC-83 Vero	M. tuberculosis HTS	influenza NS1A	tuberculosis growth	others
COc1ccccc1-c1nc(N)n[nH]1	-4.0%	1.0%	3.5%	-5.9%	1.8%
COc1cc(CNc2ncn[nH]2)cc(Br)c1OC	-2.7%	i	-1.3%	0.5%	-11.8%
O=C(c1ccc(N2CCCC2=O)cc1)N1CCN(c2ccccc2F)CC1	-3.1%	1.6%	0.3%	-0.5%	-4.4%
CCCc1nc2oc3ccccc3c(=O)c2c(=O)n1-c1ccc(C)cc1	7.0%	0.3%	0.2%	nt	3.0%
COCCCN(Cc1ccco1)C(=O)c1cc2c(s1)-c1ccc(Cl)cc1S(=O)(=O)C2	2.6%	i	0.3%	7.4%	9.3%
COC(=O)C1=C(C)NC(C)=C(C(=O)OCC2CCCO2)C1c1cccc(Cl)c1 (stereo not given)	-1.2%	8.5%	-0.5%	-4.2%	12.5%
CNC(=S)N1CCN(c2c(F)cc3c(=O)c(C(=O)O)cn(C4CC4)c3c2OC)CC1C (stereo not given)	7.83µM*	3.2%	?	-16.1%	0.42µM*
Cn1nc(C(F)(F)F)c(C#N)c1N1CCN(c2ccccn2)CC1	-6.3%	8.8%	-1.9%	nt	7.2%
COc1cccc(/C=N/NC(=O)CSc2cccc3cccnc23)c1	6.5%	8.8%	-3.9%	-18.3%	8.7%
CCOC(=O)C1CCN(C(=O)N2CCOCC2)CC1	-1.0%	i	-6.3%	20.1%	-3.5%
Cc1nn(-c2ccccc2)c(C)c1C(=O)Nc1ccc(N2CCOCC2)cc1	6.4%	0.9%	-1.9%	-8.4%	-1.8%
COc1ccc2oc(=Nc3cc(F)ccc3F)c(C(N)=O)cc2c1	-3.4%	11.3%	11.6%	9.5%	-11.6%
COc1ccccc1OCc1nc(C#N)c(NCCCn2ccnc2)o1	3.7%	0.4%	-1.0%	-0.5%	-5.1%
O=C(Cc1c[nH]c2ccccc12)N[C@@H](Cc1c[nH]c2ccccc12)C(=O)O	5.2%	0.6%	-7.2%	-9.7%	-17.0%
CCC(CC)c1nnc(NC(=O)CCc2ccccc2)s1	-5.4%	0.8%	1.3%	0.3%	12.7%
Cc1cc(Cl)ccc1OCC(=O)Nc1cccnc1	6.7%	i	-9.9%	2.8%	41.0%
CN(C)CCCCCN(C)Cc1cc2ccccc2o1	-17.3%	0.2%	-0.3%	-15.0%	-2.1%
COc1ccc(C(=O)NCc2nnc(SCC(=O)Nc3cccc(F)c3)o2)cc1	-0.7%	i	4.7%	-4.0%	3.5%
Cc1cc(C(=O)CS(=O)(=O)c2ccc(Cl)cc2)cc(C)c1O	-5.0%	1.7%	-3.7%	-2.3%	12.3%
Cc1ccc(S(=O)(=O)N2CCN(c3nc4ccccc4nc3-n3nc(C)cc3C)CC2)cc1	17.1%	3.7%	-10.7%	-10.3%	23.8%
O=C(NCc1nnc(SCC(=O)N2CCN(c3ccccc3)CC2)o1)c1ccco1	-8.6%	1.6%	-3.6%	7.7%	10.9%
C[C@]12CCC[C@H](O1)c1c(cc3c(c1O)C(=O)c1c(O)cc(O)cc1C3=O)O2	7.3%	3.6%	9.4%	26.1%	38.5%
FC(F)(F)c1ccc(-n2cnc3ccccc32)nc1	4.2%	0.9%	-0.8%	-3.6%	-8.0%
N#C/C(=C\c1ccc(O)c(O)c1)S(=O)(=O)c1ccccc1	-0.1%	i	0.9%	3.5%	-8.1%
Clc1ccc2oc3c(Cl)ncnc3c2c1	-8.3%	1.8%	15.7%	-5.3%	2.0%

Additional records.
SMILES	PhoP GFP inhibition	VEEV TC-83 Vero	M. tuberculosis HTS	influenza NS1A	tuberculosis growth	others
COc1cc(CNCCSc2nnnn2C)cc(Br)c1OCc1ccc(F)cc1	1.8%	3.6%	45.4%	3.6%	-48.7%
CCCNC(=O)CN(C)C(=O)c1n[nH]c2ccccc12	-4.6%	0.3%	-5.0%	-20.4%	3.3%
COc1ccc(-c2cc(C(=O)O)no2)cc1	4.7%	i	7.6%	-11.3%	9.8%
CCOC(=O)Cn1c(=NC(=O)C2CC2)sc2c(C)cc(C)cc21	1.0%	1.4%	7.2%	-13.3%	12.3%
Cc1ccc(NC(=O)c2cccnc2C(=O)O)nc1	-5.6%	1.5%	12.6%	13.0%	-15.0%
CC(C)Cn1cc(C(=O)NCCCN2CCC(C)CC2)c2c3ccccc3n(C)c2c1=O	-8.2%	1.2%	-4.6%	-7.3%	9.2%
COc1ccccc1CC(=O)Nc1ccc(F)cc1F	4.4%	i	-1.0%	-14.2%	1.2%
COC(=O)c1cc(NC(=O)Cn2c(=O)cnc3ccccc32)cc(C(=O)OC)c1	17.3%	4.8%	-8.6%	-1.2%	-5.3%
CC(C)NS(=O)(=O)c1ccc(NC(=O)NC2CCCCC2)cc1	-7.7%	0.2%	-6.2%	19.6%	3.6%
O=C(c1cccnc1)N1CCN(c2ccc(Cl)cc2)CC1	6.1%	0.2%	8.4%	0.9%	-7.0%	VEEV TC-83 Vero 10K pilot screen=0.4
O=C(NC1CCCCC1)c1cc2ccccc2cc1O	3.6%	i	5.7%	11.5%	30.4%
O=C(CSCc1ccccc1)NCCCN1CCOCC1	0.0%	i	7.9%	2.7%	-25.9%
CCn1c(SCC(=O)N2CCOCC2)nc2ccccc21	-6.1%	i	-9.8%	0.6%	-0.8%
COc1cc(OC)cc(C(=O)NCCOC23CC4CC(CC(C4)C2)C3)c1	-0.1%	1.5%	4.8%	-1.5%	22.2%
O=C(Nc1ccc(OCc2ccccc2)cc1)c1cccnc1	0.7%	2.1%	0.9%	-3.5%	6.8%
CC(C)N(C(=O)CSc1nnc(Cc2ccc3c(c2)OCO3)n1C)C(C)C	-9.5%	0.1%	-9.3%	-5.1%	-2.8%
O=C(c1cc2nc(-c3ccc(F)cc3)cc(C(F)(F)F)n2n1)N1CCCCC1c1cccnc1 (stereo not given)	0.7%	?	13.9µM*	-1.6%	?
Cc1c(C(=O)O)sc(S(=O)(=O)N2CCN(C(=O)Cc3ccc(Cl)cc3)CC2)c1C(=O)O	nt	0.5%	nt	-6.7%	nt
CCOC(=O)C1CCN(C(=O)c2cc3cc4ccc(C)cc4nc3o2)CC1	8.2%	1.3%	9.2%	0.2%	26.0%
O=C(Nc1ccccn1)[C@@H]1CCC(=O)N1C(=O)OCc1ccccc1	-6.5%	0.9%	-4.4%	12.8%	0.8%
CCOC(=O)N1CCN(c2c(NCc3cccs3)c(=O)c2=O)CC1	-1.0%	2.7%	-3.1%	-9.5%	nt
CS(=O)(=O)Nc1ccccc1C(=O)Nc1ccc2c(c1)OCCO2	2.3%	2.5%	-7.1%	-4.6%	5.9%
Cc1cc2n(n1)SC(Nc1ccc(F)c(Cl)c1)N2 (stereo not given)	9.9%	0.2%	-14.2%	-6.5%	?	VEEV TC-83 Vero 10K pilot screen=1.2
COc1cc(C(=O)Nc2cc(C)ccc2C)ccc1OCc1c(C)noc1C	nt	1.3%	-3.7%	0.1%	-5.7%
O=C(CCc1ccccc1)N1CCN(c2ccc([N+](=O)[O-])cc2)CC1	-7.9%	i	9.2%	-0.2%	77.7%

By substructure: the compounds so far with a COOH group
SMILES	PhoP GFP inhibition	VEEV TC-83 Vero	M. tuberculosis HTS	influenza NS1A	tuberculosis growth	others
CNC(=S)N1CCN(c2c(F)cc3c(=O)c(C(=O)O)cn(C4CC4)c3c2OC)CC1C (stereo not given)	7.83µM*	3.2%	?	-16.1%	0.42µM*
O=C(Cc1c[nH]c2ccccc12)N[C@@H](Cc1c[nH]c2ccccc12)C(=O)O	5.2%	0.6%	-7.2%	-9.7%	-17.0%
COc1ccc(-c2cc(C(=O)O)no2)cc1	4.7%	i	7.6%	-11.3%	9.8%
Cc1ccc(NC(=O)c2cccnc2C(=O)O)nc1	-5.6%	1.5%	12.6%	13.0%	-15.0%
Cc1c(C(=O)O)sc(S(=O)(=O)N2CCN(C(=O)Cc3ccc(Cl)cc3)CC2)c1C(=O)O	nt	0.5%	nt	-6.7%	nt

(continued)
SMILES	PhoP GFP inhibition	VEEV TC-83 Vero	M. tuberculosis HTS	influenza NS1A	tuberculosis growth	others
O=C(NCc1nnc(SCC(=O)N2CCCc3ccccc32)o1)c1ccccc1F	-9.4%	i	2.4%	-14.9%	46.2%	VEEV TC-83 Vero 10K pilot screen=5.2
Cc1ccc2[nH]c(=O)c3cc(C(=O)N(C)C4CCCCC4)sc3c2c1	-9.9%	2.0%	8.8%	-8.0%	-8.3%
COc1ccccc1NS(=O)(=O)c1cccc(-n2c(O)c(C=Nc3ccccc3C(=O)O)c3ccccc3c2=O)c1	-10.9%	?	2.5%	7.1%	13.6%
CCNC(=O)NNC(=O)C1CC(c2cccnc2)=NO1 (stereo not given)	1.5%	i	2.3%	-7.5%	-4.8%
CC(C)(C)C(=O)NC1CC2CCCC(C1)N2C(=O)Nc1ccccc1F (stereo not given)	0.0%	1.2%	0.3%	0.5%	9.5%
CCC1(C(=O)c2ccccc2)C2c3cc(Br)ccc3OC(=O)C21C(=O)N1CCOCC1 (stereo not given)	-4.2%	1.8%	-7.8%	14.3%	1.7%
COc1ccc2nc(/C=N/NC(=O)[C@H](CCSC)NC(=O)OC(C)(C)C)ccc2c1	2.8%	4.0%	-5.5%	-11.8%	2.9%
CCCCOc1ccc(NC(=O)C(=O)NCCC2=CCCCC2)cc1	-1.6%	5.0%	1.0%	-6.0%	-0.9%
O=C(NNc1nc(-c2ccccc2)cs1)c1ccco1	16.9%	2.1%	?	-1.1%	3.1%
O=C(NCc1ccccc1)c1c(F)c(F)c(F)c(F)c1F	0.9%	i	-0.3%	3.3%	31.8%
O=C(CCSCc1cccc(Cl)c1)NC1CCCC1	-5.0%	0.7%	-1.8%	-3.3%	68.0%
O=C(CCc1nc2ccccc2s1)c1ccccc1	7.1%	0.2%	14.3%	22.6%	74.3%
COC(=O)CSc1nnc(CNC(=O)c2ccccc2F)n1-c1ccccc1	-7.9%	0.1%	5.5%	8.0%	1.7%
O=C(NCc1ccco1)/C(=C/c1cccc([N+](=O)[O-])c1)NC(=O)c1ccco1	-7.7%	0.8%	1.3%	6.8%	1.9%
Cc1c(C(c2ccc(O)cc2)c2c(C)n(C)n(-c3ccccc3)c2=O)c(=O)n(-c2ccccc2)n1C	10.2%	i	-0.4%	nt	-19.8%
CC(NC(=O)c1ccco1)C1CCCO1 (stereo not given)	3.5%	6.3%	2.0%	-5.5%	8.3%
CC(C)COP(=O)(c1ccc(N(C)C)cc1)C(Nc1ccccc1)c1ccccc1 (stereo not given)	7.5%	1.0%	5.6%	2.3%	-2.9%
O=C(C1=C[C@H](c2coc3ccccc3c2=O)C[C@H](OCc2ccc(CO)cc2)O1)N1CCN(Cc2ccccc2)CC1	-6.0%	2.3%	4.4%	-0.2%	14.1%
Cc1ccccc1NC(=O)Cn1cnc2c(oc3nc4c(cc32)COC(C)(C)C4)c1=O	7.9%	3.3%	-7.0%	-5.8%	-5.6%
COc1cc(/C=N/NC(=O)Cc2c[nH]c3ccccc23)cc(OC)c1OC	0.3%	2.8%	-4.1%	-1.8%	-8.5%
O=C(CSc1ccccc1C(=O)O)Nc1cccc(C(=O)O)c1	-3.1%	2.3%	5.8%	-0.4%	3.1%	VEEV TC-83 Vero 10K pilot screen=0.8
CC(C)c1nc2sc3c(=O)n(N)cnc3c2c2c1COC(C)(C)C2	-1.0%	0.8%	2.7%	4.7%	7.8%
O=S(=O)(c1ccc(F)cc1)N1CCN(c2ncccn2)CC1	-8.4%	0.0%	-4.8%	15.9%	4.6%
Cc1ccc(C2=NS(=O)(=O)N(C)C(C(=O)NC3CCCC3)=C2)cc1	-6.2%	2.9%	-1.5%	3.4%	0.3%
Cc1nc(SCC(=O)NC(=O)NCc2ccco2)nc(C)c1C	9.4%	2.0%	4.2%	1.0%	19.8%

More structures follow:
SMILES	PhoP GFP inhibition	VEEV TC-83 Vero	M. tuberculosis HTS	influenza NS1A	tuberculosis growth	others
O=c1[nH]cnc2c1c(-c1ccccc1)cn2-c1ccccc1	-17.6%	4.3%	5.3%	-8.0%	6.4%
COC(=O)C1=C(C)Nc2ncnn2C1c1ccc(C)o1 (stereo not given)	-12.4%	0.5%	-6.8%	2.9%	-0.3%
COc1cc(OC)c(OC)cc1CN1CCCC(C(=O)N2CCCC2)C1 (stereo not given)	-11.6%	0.2%	-0.8%	-6.8%	-5.3%
O=C(Nc1cccc(S(=O)(=O)N2CCOCC2)c1)c1ccc2ccccc2n1	4.0%	9.3%	2.4%	-3.8%	3.1%
COc1ccc(S(=O)(=O)N(C)C)cc1NC(=O)Cc1ccc(S(=O)(=O)N2CCOCC2)s1	nt	5.8%	nt	8.1%	nt
Brc1ccc(-c2nn3c(-c4ccccn4)nnc3s2)o1	-4.2%	3.4%	-3.7%	13.4%	10.4%
